Pf Dd2 inh: inhibitors of Plasmodium falciparum Dd2 growth. P. falciparum Dd2 growth, SYBR Green, 72 h; hits give low values. activity change, % at 10 µM. 94,000 compounds, 2.3% hits. AID 1159554; in the data active means activity change below about -80%; inconclusive means no clear call, values can overlap the other calls
C diff HTS: inhibitors of Clostridium difficile growth | Clostridium difficile clinical isolate growth, OD600, 24 h; hits give low values | growth activity, negative = inhibition, % at 16 µg/mL (by protocol) | 86,000 compounds, 0.25% hits | AID 1259249;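 active means mean growth activity at or below -80% and every replicate also at or below -80%; inconclusive means mean at or below -80% but some replicate above -80%; inactive means mean growth activity above -80%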;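 further: 0% = DMSO wells and -100% = levofloxacin 16 µg/mL wells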
T cruzi growth: T. cruzi proliferation inhibition; T. cruzi beta-gal in NIH3T3, GalScreen luminescence, 90 h; 77,000 compounds, 5.9% hits; inhibition, % at 8.34 µM;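 active means mean inhibition above about 93%, with at least 55% of replicates each passing it, limit read from the data, passing the limit was not always enough; inconclusive means only one of those two conditions holds; inactive means neither condition holds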
GASC1 inh: inhibitors of human demethylase GASC-1 KDM4C; Q9H3R0; GST-KDM4C 2-372, H3K9me3 peptide, LANCE TR-FRET; inhibition, % at 12.5 µM; 96,000 compounds, 0.15% hits; AID 720574;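 active means mean replicate inhibition above about 25%, with at least 55% of replicates also reaching it, limit read from the data, passing the limit was not always enough; inconclusive means only one of those two conditions met; inactive means neither condition met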
Target sequence (Q9H3R0 2-372 limits assumed): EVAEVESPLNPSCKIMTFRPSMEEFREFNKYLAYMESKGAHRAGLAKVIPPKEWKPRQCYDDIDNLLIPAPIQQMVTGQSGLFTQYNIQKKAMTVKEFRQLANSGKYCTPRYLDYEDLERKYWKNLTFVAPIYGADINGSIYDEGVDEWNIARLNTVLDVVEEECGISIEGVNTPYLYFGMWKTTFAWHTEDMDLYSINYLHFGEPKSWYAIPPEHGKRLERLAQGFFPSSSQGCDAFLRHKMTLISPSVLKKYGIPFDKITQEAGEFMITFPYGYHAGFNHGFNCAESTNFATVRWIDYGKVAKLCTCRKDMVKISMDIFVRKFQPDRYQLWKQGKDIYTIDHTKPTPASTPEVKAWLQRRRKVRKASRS
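Test system: N-terminal GST-fused human GASC-1 (KDM4C) fragment, residues 2-372; quantity: GASC-1 enzyme at 10 nM final in reaction; dosing: single dose; schedule: 30 min demethylation and 1 h detection at room temperature; signal: LANCE TR-FRET, excitation 340 nm, emissions 618 and 671 nm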
* marks the source's active call; other numbers are inactive results; ? = inconclusive; / = no result given; & = joins results of further samples; ! = repeats disagree. An unsorted share of the library; 7.3% or so of the library scored in one or more.

| Molecule | Pf Dd2 inh | C diff HTS | T cruzi growth | GASC1 inh |
| --- | --- | --- | --- | --- |
| C[C@@H]1CCCCO[C@H](CN(C)Cc2ccncc2)[C@H](C)CN([C@H](C)CO)C(=O)c2cc(NC(=O)Nc3ccc(F)cc3)ccc2O1 | -47 | 2 | 68 | 0.2 |
| COCC(=O)N[C@H]1CC[C@@H](CC(=O)N2CCCCC2)O[C@@H]1CO | -4 | / | 13 | -1.3 |
| C[C@H]1CN([C@@H](C)CO)C(=O)c2ccccc2-c2ccccc2CO[C@H]1CN(C)C(=O)Nc1ccc2c(c1)OCO2 | -12 | -2 | -13 | 1.4 |
| CCCNC(=O)N1C[C@H](O)COC[C@@H]2O[C@@H](CC(=O)NCc3ccc(Cl)c(Cl)c3)CC[C@H]21 | 7 | -1&-4 | 5 | -0.2 |
| COc1ccccc1C#Cc1cnc2c(c1)C(=O)N([C@H](C)CO)C[C@H](C)[C@H](CN(C)C(=O)CN(C)C)O2 | -19 | 1 | -46 | 1.9 |
| CO[C@H]1CN(C)C(=O)c2ccc(NS(=O)(=O)c3cn(C)cn3)cc2OC[C@@H](C)N(C)C[C@H]1C | 35 | / | -25 | -1.0 |
| COc1ccc(CN(C)C[C@@H]2OCCCC[C@@H](C)Oc3ccc(N(C)C)cc3C(=O)N([C@H](C)CO)C[C@@H]2C)cc1 | 7 | 1 | 21 | / |
| Cc1noc(C)c1NC(=O)Nc1ccc2c(c1)C(=O)N([C@H](C)CO)C[C@@H](C)[C@H](CN(C)S(C)(=O)=O)OCCCC[C@@H](C)O2 | 17 | -2 | 3 | -1.2 |
| C[C@H](CO)N1C[C@H](C)[C@@H](CN(C)S(=O)(=O)c2ccc(Cl)cc2)OCCCC[C@H](C)Oc2ccc(NC(=O)CCC(F)(F)F)cc2C1=O | -65 | 1 | 55 | 0.8 |
| N#C[C@H]1[C@@H](c2ccccc2-c2ccccc2F)[C@@H](CO)N1C(=O)C1CC1 | 5 | -11 | / | 1.0 |
| C[C@H]1CCCCO[C@H](CN(C)C(=O)Nc2ccc3c(c2)OCO3)[C@@H](C)CN([C@@H](C)CO)C(=O)c2cc(NC(=O)CCC(F)(F)F)ccc2O1 | -37 | 0 | 58 | 0.9 |
| C[C@@H]1CN([C@H](C)CO)C(=O)c2cccc(NC(=O)CCCCCC(=O)Nc3ccccc3N)c2O[C@H]1CN(C)S(=O)(=O)c1cccs1 | -48 | 2 | / | -0.3 |
| COc1ccc(NC(=O)Nc2ccc3c(c2)C(=O)N([C@H](C)CO)C[C@H](C)[C@@H](CN(C)C(=O)Nc2ccc(OC)cc2)OCCCC[C@H](C)O3)cc1 | -22 | / | -5 | 0.0 |
| Cc1ccc(S(=O)(=O)Nc2ccc3c(c2)C(=O)N([C@@H](C)CO)C[C@H](C)[C@H](CN(C)C(=O)Nc2ccccc2)OCCCC[C@H](C)O3)cc1 | -38 | / | -27 | 0.0 |
| C[C@H](CO)N1C[C@H](C)[C@@H](CN(C)Cc2ccncc2)Oc2cc(-c3cncnc3)ccc2S1(=O)=O | 3 | 6 | 49 | 1.8 |
| CCC(=O)N1CC[C@H]2[C@@H]1c1cc(C#Cc3ccccc3OC)ccc1N(C)[C@H]2CO | -35 | 3 | 99* | -0.1 |
| CCC(=O)N1CC(=O)N2[C@@H](CO)[C@H](c3ccc(C#CCC(C)C)cc3)[C@@H]2C1 | -21 | -9 | / | -0.3 |
| CCCNC(=O)N1[C@H](C#N)[C@H](c2ccccc2-c2cccc(OC)c2)[C@@H]1CO | -19 | 1 | / | -1.2 |
| CN(C)CC(=O)N[C@H]1CC[C@H](CCNS(=O)(=O)c2ccccc2)O[C@H]1CO | 8 | -6 | / | 0.5 |
| O=C(C1CCCCC1)N1C[C@@H]2N[C@H](C1)C2c1ccc(-c2ccccc2F)cc1 (some centres not stated) | 20&-26 | -21&92 | / | -0.8&-9.7 |
| CC(C)NC(=O)N(C)C[C@@H]1Oc2c(NC(=O)CCCCCC(=O)Nc3ccccc3N)cccc2C(=O)N([C@@H](C)CO)C[C@@H]1C | 60 | -3 | / | -0.2 |
| CCCC(=O)Nc1ccc2c(c1)OC[C@H](C)N(Cc1nccs1)C[C@@H](C)[C@@H](OC)CN(C)C2=O | 3 | / | 28 | 1.0 |
| CC(C)NC(=O)N1CCCCN2[C@H](CO)[C@@H](c3ccc(C#Cc4ccccc4F)cc3)[C@H]2C1 | 7 | 41 | 112* | -1.3 |
| CCC(=O)N(C)C[C@H]1Oc2cc(C#C[C@H](C)O)ccc2S(=O)(=O)N([C@H](C)CO)C[C@H]1C | 25 | -3 | 13 | 1.2 |
| COc1ccc(S(=O)(=O)N(C)C[C@H]2Oc3ccc(NC(=O)Nc4cccc5ccccc45)cc3CC(=O)N([C@@H](C)CO)C[C@@H]2C)cc1 | -24 | -2 | -7 | ? |
| CNC(=O)C[C@H]1CC[C@H]2[C@H](COc3ccc(NC(=O)c4ccccc4F)cc3C(=O)N2C)O1 | 1 | 17 | -47 | 2.2 |
| O=C(NCC[C@H]1CC[C@H](NS(=O)(=O)c2ccc(F)cc2)[C@H](CO)O1)Nc1ccc(Cl)cc1 | -3 | / | -46 | -1.5 |
| C[C@@H]1CCCCO[C@@H](CN(C)Cc2ccncc2)[C@@H](C)CN([C@H](C)CO)C(=O)c2cc(NS(=O)(=O)c3ccc(Cl)cc3)ccc2O1 | -10 | -3 | 37 | 7.9 |
| C[C@H]1CN([C@@H](C)CO)C(=O)c2cc(/C=C/c3ccccc3)cnc2O[C@H]1CN(C)S(=O)(=O)c1ccccc1 | -45 | 3 | 94 | -3.5 |
| C[C@@H]1CCCCO[C@H](CN(C)C(=O)C2CCCCC2)[C@H](C)CN([C@H](C)CO)C(=O)c2cc(NC(=O)Nc3ccccc3)ccc2O1 | -74 | -4 | 94 | / |
| COc1ccc(-c2cn(CC[C@H]3CC[C@@H](NC(=O)Nc4ccc(F)cc4)[C@@H](CO)O3)nn2)cc1 | -51 | -8 | / | -0.1 |
| Cc1ccccc1-c1ccc(C2[C@@H]3CN(S(=O)(=O)c4ccccc4C)C[C@H]2N3)cc1 (some centres not stated) | -28&-51 | -98*! | / | -1.2&-2.6 |
| C[C@@H]1CN([C@H](C)CO)S(=O)(=O)c2ccc(C#Cc3ccccc3F)cc2O[C@H]1CN(C)C(=O)Cc1ccncc1 | -51 | 13 | / | -3.2 |
| Cc1noc(C)c1NC(=O)N(C)C[C@@H]1OCc2ccccc2-c2ccccc2C(=O)N([C@@H](C)CO)C[C@H]1C | 13 | 0 | 27 | 0.2 |
| O=C(Cc1ccccn1)N[C@H]1CC[C@@H](CC(=O)N2CCCCC2)O[C@@H]1CO | -8 | -1 | -26 | 1.3 |
| CCC(=O)N(C)C[C@H]1Oc2ncc(-c3ccc(C)cc3)cc2C(=O)N([C@H](C)CO)C[C@@H]1C | 25 | 1 | 53 | -1.7 |
| N#C[C@@H]1[C@@H](c2ccccc2-c2ccc(F)cc2)[C@H](CO)N1C(=O)Cc1ccccc1 | -9 | 58 | / | -0.3 |
| CN1C(=O)c2cc(NC(=O)c3cccc(F)c3)ccc2OC[C@H]2O[C@H](CC(=O)NCC3CCCCC3)CC[C@@H]21 | / | 13&8 | 79&77 | 0.2&1.4 |
| Cc1ccc(-c2ccc3c(c2)O[C@H](CN(C)C)[C@@H](C)CN([C@@H](C)CO)S3(=O)=O)cc1 | 24 | 1 | 72 | -1.1 |
| CN1C[C@H]2[C@@H](c3ccccc31)[C@H](CO)N2S(=O)(=O)c1ccccc1 | -4 | -5 | 25 | 1.2 |
| COc1ccccc1-c1cnc2c(c1)C(=O)N([C@@H](C)CO)C[C@@H](C)[C@@H](CN(C)Cc1ccc(F)cc1)O2 | -12 | 4 | / | -3.1 |
| Cc1cccc(S(=O)(=O)N2CCCCN3[C@H](CO)[C@@H](c4ccc(-c5cccnc5)cc4)[C@H]3C2)c1 | -21 | 1 | 20 | -0.9 |
| COc1ccc(S(=O)(=O)N(C)C[C@@H]2Oc3ccc(NC(=O)Nc4ccc(F)cc4)cc3CC(=O)N([C@@H](C)CO)C[C@H]2C)cc1 | -74 | -8 | 24 | -1.9 |
| COc1ccc(S(=O)(=O)Nc2ccc3c(c2)C(=O)N([C@H](C)CO)C[C@H](C)[C@H](CN(C)S(=O)(=O)c2ccc(Cl)cc2)OCCCC[C@H](C)O3)cc1 | -56 | -4 | ? | 0.1 |
| Cc1ccc(S(=O)(=O)Nc2cccc3c2O[C@@H](CN(C)C(=O)Nc2ccc(C(F)(F)F)cc2)[C@H](C)CN([C@H](C)CO)C3=O)cc1 | 34 | 3 | 47 | 2.4 |
| Cc1ccc(S(=O)(=O)N(C)C[C@H]2Oc3c(NS(=O)(=O)c4ccc(Cl)cc4)cccc3C(=O)N([C@@H](C)CO)C[C@H]2C)cc1 | -4 | -10 | 67 | -1.2 |
| CCCNC(=O)C[C@H]1C[C@@H]2c3cc(NC(=O)C4CCOCC4)ccc3O[C@@H]2[C@H](CO)O1 | 16 | 1 | / | 0.6 |
| C[C@H]1CN([C@@H](C)CO)S(=O)(=O)c2ccc(C#Cc3ccccn3)cc2O[C@@H]1CN(C)Cc1cccc(F)c1 | -5 | 0 | 126* | -10 |
| COc1ccccc1-c1ccc2c(c1)O[C@@H](CN(C)C(=O)c1ccccc1)[C@H](C)CN([C@@H](C)CO)S2(=O)=O | -43 | 1 | 17 | -0.4 |
| C[C@H]1CN([C@@H](C)CO)C(=O)c2cc(C#CCC3CCCC3)cnc2O[C@@H]1CN(C)C(=O)c1cnccn1 | -26 | -5 | 35 | -0.1 |
| C[C@@H]1CN([C@H](C)CO)C(=O)c2cc(NS(C)(=O)=O)ccc2O[C@@H](C)CCCCO[C@@H]1CN(C)C(=O)c1ccccc1 | -11 | -2 | 30 | 1.0 |
| C[C@@H]1CCCCO[C@H](CN(C)S(=O)(=O)c2ccccc2)[C@H](C)CN([C@H](C)CO)C(=O)c2cc(NC(=O)Nc3ccc(C(F)(F)F)cc3)ccc2O1 | -72 | -7 | 87 | 0.0 |
| C[C@H](CO)N1C[C@H](C)[C@H](CN(C)Cc2cncnc2)Oc2ncc(C#CC(C)(C)O)cc2C1=O | 3 | 7 | 57 | -3.8 |
| Cc1noc(C)c1S(=O)(=O)Nc1ccc2c(c1)CC(=O)N([C@H](C)CO)C[C@H](C)[C@@H](CN(C)Cc1ccc(Oc3ccccc3)cc1)O2 | -44 | 68 | 93 | -0.8 |
| C[C@H](CO)N1C[C@H](C)[C@H](CN(C)Cc2ccc3c(c2)OCCN3C)OCc2ccccc2-c2ccccc2C1=O | 27 | 1 | 17 | -0.8 |
| CO[C@@H]1CN(C)C(=O)c2cc(NC(=O)c3nc4ccccc4s3)ccc2OC[C@@H](C)N(Cc2cncnc2)C[C@@H]1C | -14 | / | 15 | -1.9 |
| C[C@@H]1CN([C@H](C)CO)C(=O)c2cc(NC(=O)c3ccncc3)ccc2O[C@H]1CN(C)S(=O)(=O)c1cccs1 | -5 | / | -13 | -0.5 |
| C[C@H]1CCCCO[C@H](CN(C)S(=O)(=O)c2ccccc2)[C@@H](C)CN([C@@H](C)CO)C(=O)c2cc(NC(=O)Nc3cccc4ccccc34)ccc2O1 | -74 | 1 | 76 | -0.1 |
| CCCC(=O)Nc1ccc2c(c1)C(=O)N(C)C[C@@H](OC)[C@@H](C)CN(C(=O)c1ccncc1)[C@@H](C)CO2 | -15 | -1 | 30 | 21 |
| C[C@@H]1CN([C@H](C)CO)C(=O)c2cccc(NC(=O)c3cnccn3)c2O[C@@H]1CN(C)C(=O)Nc1ccc(F)cc1 | 14 | -6 | -17 | 0.5 |
| COCC(=O)N(C)C[C@@H]1Oc2cc(-c3ccncc3)ccc2S(=O)(=O)N([C@@H](C)CO)C[C@H]1C | -7 | 1 | 49 | -1.1 |
| CCCNC(=O)N(C)C[C@H]1Oc2cc(C3=CCCC3)ccc2S(=O)(=O)N([C@@H](C)CO)C[C@@H]1C | -18 | 4 | / | -0.2 |

Screening data as filed in PubChem BioAssay.
